IDH1 R132H inh: IDH1 R132H (human) inhibition; O75874; IDH1 R132H reductase, diaphorase/resazurin fluorescence, 60 min; inhibition, % at 10 µM; 0.18% of 70,000 active; AID 624101; in the data active = inhibition above about 34%;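 note: 0% = DMSO and 100% = no enzyme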
Target sequence (O75874 whole entry R132H): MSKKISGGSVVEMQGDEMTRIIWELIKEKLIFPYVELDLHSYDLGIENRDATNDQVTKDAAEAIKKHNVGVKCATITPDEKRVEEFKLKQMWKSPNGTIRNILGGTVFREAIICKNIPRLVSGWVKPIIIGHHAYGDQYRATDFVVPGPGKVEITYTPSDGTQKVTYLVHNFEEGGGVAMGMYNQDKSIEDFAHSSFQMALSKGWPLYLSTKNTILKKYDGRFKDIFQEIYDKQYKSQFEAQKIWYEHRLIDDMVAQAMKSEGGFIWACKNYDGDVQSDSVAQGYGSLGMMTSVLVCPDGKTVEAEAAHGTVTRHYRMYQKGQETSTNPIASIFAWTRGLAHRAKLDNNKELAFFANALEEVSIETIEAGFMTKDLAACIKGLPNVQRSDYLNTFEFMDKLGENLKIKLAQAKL
PRC2 inh: inhibitors of human EZH2/PRC2 methyltransferase; PRC2 H3K27 methylation, DELFIA TRF, 1 h; 0.35% of 57,000 active; inhibition, % at 12.5 µM; Q15910;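 active = mean inhibition of replicates at least 50% and every single replicate also reaching 50%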;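 note: dimethyl H3K27 on biotinylated H3 21-44 peptide detected by antibody; plate controls were median neutral control wells for no effect and median positive control wells for full effect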
Numbers without * were called inactive; nt = not tested or not shown. Some of the compounds tested; rates above refer to the full screens.

The line under a structure holds: IDH1 R132H inh, PRC2 inh
O=C(NCC[C@@H]1CC[C@H](NS(=O)(=O)Cc2ccccc2)[C@@H](CO)O1)C1CCCC1
    0.1, -7
COc1cccc(-c2cnc3c(c2)C(=O)N([C@@H](C)CO)C[C@H](C)[C@H](CN(C)C(=O)CN(C)C)O3)c1
    -1.4, -4
N#CNC(=Nc1ccccc1C(F)(F)F)N1CCCC1
    -0.8, -1
CC/C=C\C/C=C\C/C=C\CCCCCCCCCCCC(=O)O
    1.3, 21
COc1ccc(NC(=O)N(C)C[C@H]2Oc3ncc(C#C[C@H](C)O)cc3C(=O)N([C@@H](C)CO)C[C@H]2C)cc1
    nt, 18
C[C@@H]1CN([C@@H](C)CO)C(=O)c2cc(NS(=O)(=O)c3cn(C)cn3)ccc2O[C@@H]1CN(C)S(=O)(=O)c1ccccc1
    3.7, nt
C[C@@H]1CN([C@@H](C)CO)C(=O)c2cc(NC(=O)c3ccncc3)ccc2O[C@@H](C)CCCCO[C@H]1CN(C)Cc1ccncc1
    1.4, 1
O=C(C[C@@H]1C[C@@H]2c3cc(NC(=O)Nc4ccc(F)cc4)ccc3O[C@@H]2[C@H](CO)O1)NCC(F)(F)F
    0.7, -13
C[C@@H]1CN([C@H](C)CO)C(=O)c2cc(C3=CCCCC3)cnc2O[C@H]1CN(C)C(=O)c1ccc(F)cc1
    1.4, -1
O=C(C[C@@H]1C[C@H]2c3cc(NC(=O)Nc4ccccc4)ccc3O[C@H]2[C@@H](CO)O1)NC1CCCC1
    0.2, 27
C[C@H](CO)N1C[C@H](C)[C@H](CN(C)S(=O)(=O)c2ccccc2)Oc2c(NC(=O)Nc3ccc(F)cc3)cccc2C1=O
    -1.3, nt
C[C@H](CO)N1C[C@H](C)[C@H](CN(C)S(=O)(=O)c2ccc(F)cc2)Oc2ccc(NC(=O)Nc3cccc4ccccc34)cc2CC1=O
    -12, nt
CO[C@H]1CN(C)C(=O)c2ccc(NC(=O)c3ccccc3F)cc2OC[C@H](C)N(CC2CCOCC2)C[C@H]1C
    -0.2, -8
C[C@H](CO)N1C[C@H](C)[C@H](CN(C)Cc2ccc(-c3ccccc3)cc2)Oc2cc(C#C[C@@H](C)O)ccc2S1(=O)=O
    -0.1, 8
COc1ccccc1CNC(=O)C[C@H]1C=C[C@H](NC(=O)CC2CC2)[C@H](CO)O1
    -0.2, -3

(cont.)
The line under a structure holds: IDH1 R132H inh, PRC2 inh
C[C@H]1CN([C@@H](C)CO)C(=O)Cc2cc(NC(=O)CCCCCC(=O)Nc3ccccc3N)ccc2O[C@@H]1CN(C)Cc1ccc(C(F)(F)F)cc1
    0.0, -16
O=C(C[C@@H]1C[C@H]2c3cc(NC(=O)CC4CC4)ccc3O[C@H]2[C@H](CO)O1)NCc1ccccc1F
    -1.6, -13
C[C@@H]1CCCCO[C@H](CN(C)C(=O)CCCN(C)C)[C@@H](C)CN([C@@H](C)CO)C(=O)c2cc(NC(=O)NC3CCCCC3)ccc2O1
    1.7, nt
C[C@@H]1CN([C@@H](C)CO)C(=O)Cc2cc(NS(=O)(=O)c3cccs3)ccc2O[C@@H]1CN(C)Cc1ccc(C(=O)Nc2ccccc2N)cc1
    0.4, -19
C[C@@H]1CN([C@@H](C)CO)C(=O)c2cccc(NC(=O)Nc3ccc(F)cc3)c2O[C@H]1CN(C)C
    -0.2, nt
CC(C)NC(=O)N(C)C[C@H]1Oc2ccc(NC(=O)Nc3ccc(F)cc3)cc2CC(=O)N([C@@H](C)CO)C[C@H]1C
    nt, -3
CO[C@@H]1CN(C)C(=O)c2ccc(NC(=O)c3cc(C)on3)cc2OC[C@H](C)N(C(C)=O)C[C@H]1C
    -0.3, 4
CO[C@@H]1CN(C)C(=O)c2ccc(NS(C)(=O)=O)cc2OC[C@@H](C)N(CC2CC2)C[C@@H]1C
    -0.2, 2
CCNC(=O)C[C@H]1C=C[C@@H](NC(=O)NC2CCCCC2)[C@@H](CO)O1
    0.3, 3
COc1ccc([Si](C)(C)[C@H]2[C@H](CCO)O[C@@]3(C(=O)N(Cc4ccc(NC(=O)[C@H](C)O)cc4)c4ccccc43)[C@@H]2C)cc1
    -0.3, 15
COc1ccc(NC(=O)Nc2ccc3c(c2)C(=O)N([C@H](C)CO)C[C@H](C)[C@H](CN(C)C(=O)NC2CCCCC2)O3)cc1
    nt, -4
CC(C)(C)[C@H]1C=C(C(N)=O)O[C@@H](OCc2ccc(CO)cc2)C1
    nt, -7
CCCC#Cc1cnc2c(c1)C(=O)N([C@@H](C)CO)C[C@@H](C)[C@@H](CN(C)C(=O)c1ccc(F)cc1)O2
    -0.3, nt
C/C=C/c1cnc2c(c1)C(=O)N([C@@H](C)CO)C[C@H](C)[C@@H](CN(C)S(=O)(=O)c1cccs1)O2
    0.9, nt
C[C@@H]1CN([C@@H](C)CO)C(=O)c2cccc(NS(=O)(=O)c3cccs3)c2O[C@@H]1CN(C)S(=O)(=O)c1ccc(Cl)cc1
    -0.2, nt

(further entries)
The line under a structure holds: IDH1 R132H inh, PRC2 inh
C/C=C/c1ccc2c(c1)O[C@H](CN(C)C(=O)NC1CCCCC1)[C@H](C)CN([C@H](C)CO)S2(=O)=O
    0.1, -6
Cc1ccsc1/C=N/NC(=O)c1ccccn1
    0.2, -15
C[C@@H]1CN([C@H](C)CO)S(=O)(=O)c2ccc(-c3ccc(C(=O)N(C)C)cc3)cc2O[C@H]1CN(C)Cc1ccccc1C(=O)O
    -0.2, -18
Cc1ccc(S(=O)(=O)N(C)CC(=O)Nc2cccc(F)c2)cc1
    -0.2, -16
O=c1[nH]c(=O)n(Cc2ccco2)c2c1C(C(F)(F)F)(C(F)(F)F)N=C(C1CCCCC1)N2
    0.4, -3
O=C(C1=C[C@H](c2coc3ccccc3c2=O)C[C@H](OCc2ccc(CO)cc2)O1)N1CCCCCCC1
    nt, 4
Cc1nc(SCC(=O)O)[nH]c(=O)c1Oc1ccccc1
    -0.4, nt
C[C@@H]1CN([C@@H](C)CO)C(=O)c2cccc(NC(=O)C3CCOCC3)c2O[C@@H]1CN(C)CC1CCCCC1
    0.4, 9
O=C(C[C@H]1C=C[C@@H](NC(=O)Nc2cccc(F)c2)[C@@H](CO)O1)NCC1CCCCC1
    -0.2, -1
Cn1c2c(c(=O)n(C)c1=O)CN(CC1CC1)CN2
    -1.5, -2
CC(C)CC#Cc1cnc2c(c1)C(=O)N([C@@H](C)CO)C[C@H](C)[C@@H](CN(C)Cc1ccccc1C(=O)O)O2
    0.0, -11
CN1CCN(C(=O)C[C@@H]2C[C@@H]3c4cc(NC(=O)c5cccnc5)ccc4O[C@@H]3[C@@H](CO)O2)CC1
    -0.2, 6
C[C@@H]1CN([C@@H](C)CO)C(=O)c2cc(C3=CCCC3)cnc2O[C@@H]1CN(C)S(C)(=O)=O
    2.0, 5
COc1ccc(NC(=O)Nc2ccc3c(c2)[C@@H]2C[C@@H](CC(=O)NC4CCCCC4)O[C@@H](CO)[C@@H]2O3)cc1
    1.7, -1
O=C(C[C@@H]1C[C@@H]2c3cc(NC(=O)Nc4ccccc4)ccc3O[C@@H]2[C@H](CO)O1)NCc1ccccn1
    0.0, 4

Additional entries:
The line under a structure holds: IDH1 R132H inh, PRC2 inh
CO[C@H]1CN(C)C(=O)c2cc(NC(=O)C3CCCC3)ccc2OC[C@H](C)N(CCC(F)(F)F)C[C@@H]1C
    0.3, 6
C[C@@H]1CCCCO[C@@H](CN(C)Cc2ccncc2)[C@H](C)CN([C@@H](C)CO)C(=O)c2cc(NC(=O)c3ccncc3)ccc2O1
    6.0, -10
CC(C)Oc1ccccc1-c1nc(SCC(=O)O)n[nH]1
    0.0, -4
CC(=O)N(C)C[C@@H]1Oc2cc(-c3ccccc3)ccc2S(=O)(=O)N([C@H](C)CO)C[C@H]1C
    -2.3, -9
Cc1noc(C)c1NC(=O)N(C)C[C@@H]1Oc2ccc(NS(C)(=O)=O)cc2C(=O)N([C@@H](C)CO)C[C@@H]1C
    0.7, nt
O=C(C[C@@H]1CC[C@H](NC(=O)c2ccncc2)[C@H](CO)O1)Nc1ccccc1
    -0.4, 3
C[C@H]1CN([C@@H](C)CO)C(=O)Cc2cc(NS(=O)(=O)c3ccc(Cl)cc3)ccc2O[C@H]1CN(C)S(=O)(=O)c1cccs1
    0.2, nt
C[C@H](CO)N1C[C@H](C)[C@@H](CN(C)C(=O)Cc2cccnc2)Oc2ncc(-c3ccccc3)cc2C1=O
    nt, 8
C[C@H]1CN([C@@H](C)CO)S(=O)(=O)c2ccc(-c3cccc(F)c3)cc2O[C@H]1CN(C)S(C)(=O)=O
    -2.2, nt
COCC(=O)Nc1ccc2c(c1)OC[C@@H](C)NC[C@@H](C)[C@@H](OC)CN(C)C2=O
    -0.1, 1
Nc1ncnc2c1c1nc3ccccc3nc1n2Cc1ccccc1
    1.3, -13
CCC(=O)N(C)C[C@H]1Oc2cc(C#CCN(C)C)ccc2S(=O)(=O)N([C@H](C)CO)C[C@H]1C
    0.2, 9
CO[C@@H]1CN(C)C(=O)c2cc(NS(=O)(=O)c3ccccc3)ccc2OC[C@@H](C)N(Cc2cccnc2)C[C@H]1C
    -0.1, 3
C[C@H](CO)N1C[C@H](C)[C@H](CN(C)Cc2ccc(-c3ccccc3)cc2)Oc2ccc(NC(=O)NC3CCCCC3)cc2C1=O
    -0.9, nt
COc1ccc(S(=O)(=O)Nc2ccc3c(c2)C(=O)N([C@H](C)CO)C[C@@H](C)[C@@H](CN(C)Cc2ccccc2)OCCCC[C@H](C)O3)cc1
    -0.7, nt

More records follow:
The line under a structure holds: IDH1 R132H inh, PRC2 inh
COc1cc(-c2coc3cc(OCc4ccccc4)c(OC)c(O)c3c2=O)cc(OCc2ccccc2)c1OC
    0.4, -18
CC(=O)N(C)C[C@@H]1Oc2cc(-c3ccccc3)ccc2S(=O)(=O)N([C@H](C)CO)C[C@@H]1C
    -0.7, nt
CO[C@H]1CN(C)C(=O)c2cc(NS(=O)(=O)CC(F)(F)F)ccc2OC[C@@H](C)N(Cc2ccccn2)C[C@@H]1C
    0.2, 7
Cc1noc(C)c1S(=O)(=O)Nc1ccc2c(c1)CC(=O)N([C@@H](C)CO)C[C@@H](C)[C@@H](CN(C)Cc1ccc(-c3ccccc3)cc1)O2
    1.0, nt
Cc1ccc(-c2nn3c(C)nnc3c3ccccc23)cc1S(=O)(=O)NCCN1CCOCC1
    3.5, nt
CC(C)NC(=O)N(C)C[C@H]1Oc2c(NS(=O)(=O)c3ccccc3)cccc2C(=O)N([C@H](C)CO)C[C@@H]1C
    1.0, 7
CCC(=O)c1ccccc1OCCSc1nc(C)cc(=O)[nH]1
    -0.1, 4
Cc1ccc(S(=O)(=O)N(C)C[C@@H]2OCCCC[C@@H](C)Oc3ccc(NS(=O)(=O)c4ccccc4)cc3C(=O)N([C@H](C)CO)C[C@@H]2C)cc1
    0.0, nt
O=C(CCc1ccc(O)cc1)c1c(O)cc(O)cc1O[C@@H]1O[C@H](CO)[C@@H](O)[C@H](O)[C@H]1O
    1.1, -4
CCOC(=O)c1cnc(SCC(=O)Nc2ccc(Cl)cc2Cl)nc1N
    0.3, 1
CC(C)NC(=O)Nc1ccc2c(c1)C(=O)N([C@@H](C)CO)C[C@H](C)[C@H](CN(C)S(=O)(=O)c1ccc(Cl)cc1)OCCCC[C@@H](C)O2
    -3.9, nt
CSc1cccc(NC(=O)CN(C)S(=O)(=O)c2ccc3ccccc3c2)c1
    -0.4, nt
COc1ccc(NC(=O)N[C@@H]2CC[C@@H](CCn3cc(-c4ccccc4)nn3)O[C@H]2CO)cc1
    0.0, -17
C[C@@H]1CN([C@@H](C)CO)C(=O)c2cc(NC(=O)Nc3cccc4ccccc34)ccc2O[C@@H]1CN(C)S(C)(=O)=O
    0.2, nt
C[C@@H]1CN([C@@H](C)CO)C(=O)c2cc(NS(=O)(=O)c3ccccc3)ccc2O[C@@H](C)CCCCO[C@@H]1CN(C)C(=O)Nc1cccc2ccccc12
    1.2, nt

(cont.)
The line under a structure holds: IDH1 R132H inh, PRC2 inh
C[C@H](CO)N1C[C@H](C)[C@H](CN(C)S(=O)(=O)c2ccc(F)cc2)Oc2ccc(N(C)C)cc2C1=O
    nt, 7
O=C(C[C@H]1C[C@@H]2c3cc(NC(=O)NC4CCCC4)ccc3O[C@@H]2[C@H](CO)O1)NCc1ccc(Oc2ccccc2)cc1
    0.3, -21
C[C@H]1CN([C@@H](C)CO)C(=O)Cc2cc(NC(=O)C3CC3)ccc2O[C@@H]1CN(C)S(=O)(=O)c1ccccc1
    -9.3, 1
C[C@@H]1CN([C@H](C)CO)C(=O)c2cc(NC(=O)Nc3ccc4c(c3)OCO4)ccc2O[C@H]1CN(C)C(=O)Nc1ccc2c(c1)OCO2
    0.9, nt
CCCN(C)C[C@H]1OCCCC[C@@H](C)Oc2ccc(NC(=O)Nc3c(C)noc3C)cc2C(=O)N([C@H](C)CO)C[C@@H]1C
    nt, -10
C[C@@H]1CN([C@@H](C)CO)S(=O)(=O)c2ccc(/C=C/c3ccccc3)cc2O[C@H]1CN(C)C(=O)NC1CCCCC1
    nt, -2
CC(C)NC(=O)Nc1ccc2c(c1)C(=O)N([C@@H](C)CO)C[C@H](C)[C@@H](CN(C)Cc1ccc(Oc3ccccc3)cc1)O2
    -0.2, nt

One compound at a time, as listed above. Screens in order: IDH1 R132H inh | PRC2 inh
`C[C@@H]1CN([C@@H](C)CO)S(=O)(=O)c2ccc(/C=C/c3ccccc3)cc2O[C@H]1CN(C)C(=O)NC1CCCCC1` is listed with nt | -2
`CC(C)NC(=O)Nc1ccc2c(c1)C(=O)N([C@@H](C)CO)C[C@H](C)[C@@H](CN(C)Cc1ccc(Oc3ccccc3)cc1)O2` is listed with -0.2 | nt
`CCCN(C)C[C@H]1OCCCC[C@@H](C)Oc2ccc(NC(=O)Nc3c(C)noc3C)cc2C(=O)N([C@H](C)CO)C[C@@H]1C` is listed with nt | -10
`C[C@H](CO)N1C[C@H](C)[C@H](CN(C)S(=O)(=O)c2ccc(F)cc2)Oc2ccc(N(C)C)cc2C1=O` is listed with nt | 7
`O=C(C[C@H]1C[C@@H]2c3cc(NC(=O)NC4CCCC4)ccc3O[C@@H]2[C@H](CO)O1)NCc1ccc(Oc2ccccc2)cc1` is listed with 0.3 | -21

Screening data from PubChem.
